KLK5 inh = inhibitors of human kallikrein 5. Q9Y337. recombinant hK5, fluorogenic AMC substrate cleavage. actives 0.59% (n = 210,000). inhibition, % at 5 µM. AID 873;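 active means inhibition of 40% or more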;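 further: 0% = enzyme controls without compound and 100% = no-enzyme blanks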
Furin inh = human furin inhibition; P09958; purified furin, fluorogenic substrate cleavage; inhibition, % at 30 µM; actives 0.061% (n = 220,000); AID 463115; in the data active means inhibition above about 25%; further: inactives centre near -15
PERK inhibitor = blocks human PERK kinase; CHO PERK-DD fusion, SEAP luminescence translation reporter; inhibition, % at 5.6 µM; actives 0.17% (n = 220,000); AID 1416;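 active means inhibition above the mean inhibition of all tested compounds plus 3 SD, set separately per screening campaign, cut at about 2.9% in these data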;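 further: PERK kinase domain activated by AP20187 dimerizer at 100 nM; 0% = DMSO with dimerizer and 100% = rapamycin at 8.4 µM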
FXIa inh = inhibitors of human coagulation factor XIa | P03951 | purified FXIa, Boc-Glu-Ala-Arg-AMC fluorogenic substrate | inhibition, % at 5 µM | actives 0.14% (n = 220,000) | AID 798;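 active means inhibition of at least 40%; inactive means inhibition below 40%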;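 further: fluorescence of freed AMC excited at 355 nm; 0% = enzyme without compound and 100% = no enzyme blank; many of its hits are not listed in these tables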
Target sequence (P03951 19-387 limits assumed): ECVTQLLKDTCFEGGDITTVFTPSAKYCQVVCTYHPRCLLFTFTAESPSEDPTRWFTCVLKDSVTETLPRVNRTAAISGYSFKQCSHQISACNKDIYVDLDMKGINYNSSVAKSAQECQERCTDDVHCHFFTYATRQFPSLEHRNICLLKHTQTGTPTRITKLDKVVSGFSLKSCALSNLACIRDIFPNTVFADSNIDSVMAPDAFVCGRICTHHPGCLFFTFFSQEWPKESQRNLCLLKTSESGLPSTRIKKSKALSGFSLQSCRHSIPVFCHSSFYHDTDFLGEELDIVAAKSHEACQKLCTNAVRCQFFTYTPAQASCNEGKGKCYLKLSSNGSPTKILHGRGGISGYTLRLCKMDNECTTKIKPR
Target sequence (P03951 388-625 limits assumed): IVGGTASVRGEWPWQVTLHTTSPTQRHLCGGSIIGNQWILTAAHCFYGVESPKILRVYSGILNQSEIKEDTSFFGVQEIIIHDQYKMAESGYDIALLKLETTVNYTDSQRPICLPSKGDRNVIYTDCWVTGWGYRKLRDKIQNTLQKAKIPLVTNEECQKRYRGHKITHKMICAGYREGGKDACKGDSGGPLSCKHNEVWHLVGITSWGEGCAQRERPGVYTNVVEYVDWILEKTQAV
m-calpain inh = inhibitors of pig calpain II; purified calpain II, fluorogenic peptide substrate, 30 min; inhibition, % at 16 µM; actives 0.37% (n = 220,000); AID 1236;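 active means inhibition above about 50%, limit read from the data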
thrombin 1536 = thrombin (human) inhibition. P00734. alpha-thrombin, Boc-VPR-AMC fluorogenic substrate cleavage. inhibition, % at 5 µM. actives 0.26% (n = 220,000);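 active means inhibition at or above 40%; inactive means inhibition below 40%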;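 further: 0% = enzyme with no compound and 100% = wells without enzyme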
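System: Human alpha-thrombin protein | Medium: pH 7.5 Tris (50 mM) with NaCl 150 mM, Tween 20 0.05% | Times: Enzyme reaction carried out at room temperature | Detection: AMC fluorescence, 355/460 nm | Evaluation: Percent inhibition scaled between no-compound controls and no-enzyme blanks | Benchmarks: Enzyme without compound as high, wells lacking enzyme as low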
FXIIa inh = inhibitors of human coagulation factor XIIa | purified FXIIa, Boc-QGR-AMC fluorogenic substrate, 2 h | actives 0.3% (n = 220,000) | AID 800 | inhibition, % at 5 µM | P00748; in the data active means inhibition above about 40%;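 further: 0% = enzyme with no compound and 100% = blank without enzyme; many of its hits are not listed in these tables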
Cl transport mod = modulators of human KCC2 chloride dependent transport; Q9H2X9; KCC2 cells, thallium flux FluoZin-2 fluorescence; B-score of Tl+ flux slope (higher = more flux/activation; lower = inhibition) at 10 µM; actives 2.2% (n = 190,000);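 active means thallium flux slope and its plate-corrected score both differing from the plate sample mean at a set confidence after two filtering rounds, in either direction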;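 further: slope of fluorescence scaled to starting intensity during 10 to 20 s after thallium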
Rad51 HR inh = Rad51 (human) homologous recombination inhibition | Q06609 | hRad51 DNA strand exchange, fluorescence dequenching | inhibition, % at 10 µM | actives 0.085% (n = 200,000);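 active means inhibition above 40% at the single screening dose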;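 further: 0% = DMSO control wells and 100% = blanks with heterologous ssDNA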
Target sequence (Q06609 whole entry, looked up): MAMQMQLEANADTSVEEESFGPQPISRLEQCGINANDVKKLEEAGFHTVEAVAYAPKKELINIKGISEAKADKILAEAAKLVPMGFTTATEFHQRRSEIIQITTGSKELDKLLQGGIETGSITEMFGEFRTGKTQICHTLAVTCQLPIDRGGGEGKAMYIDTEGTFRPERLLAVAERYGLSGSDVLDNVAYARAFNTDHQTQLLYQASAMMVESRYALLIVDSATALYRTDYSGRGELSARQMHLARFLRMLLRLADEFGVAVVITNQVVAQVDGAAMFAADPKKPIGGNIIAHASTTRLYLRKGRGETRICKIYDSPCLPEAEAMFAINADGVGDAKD
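Test system: preformed human Rad51 ssDNA filaments. Compound dosing: single dose, 10 µM final compound. Incubation: filaments 15 min 37 °C, then compound 30 min. Technique: FRET fluorescence dequenching, excitation 485 nm, emission 520 nm. Read-out basis: percent inhibition from fluorescence, normalised to plate control and blank means. Benchmarks: plate controls and plate blanks.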
Active calls of the source: *; / = not tested or not shown; [ ] = dose if it differs, or a comment.

SMILES	KLK5 inh	Furin inh	PERK inhibitor	FXIa inh	m-calpain inh	thrombin 1536	FXIIa inh	Cl transport mod	Rad51 HR inh
CCCOc1ccc(N2C(=O)CC(N3CCC(O)(c4cccc(C(F)(F)F)c4)CC3)C2=O)cc1 (stereo unspecified)	-23.2	-20.7	-0.1	1.9	-31.1	0.0	12.6	-0.0636	1.3
Cc1ccc(COc2ccc(/C=N/NC(=O)CN3CCCCC3)cc2)cc1	-8.7	-23.3	-0.2	-1.0	0.2	8.7	8.7	-0.207	-2.6
CC(C)(C)C(=O)/C(=C\c1ccc([N+](=O)[O-])cc1)n1cncn1	-9.1	-9.3[20 µM]	1.0	9.6	-17.6	1.7	16.9	0.412	6.8
O=C(NNS(=O)(=O)c1ccccc1)c1cccnc1	0.1	-9.0	-0.9	-2.5	4.8	1.6	4.8	0.434	20.8
O=C(O)c1cccc(N2C(=O)c3cccc(Oc4ccc(Cl)cc4)c3C2=O)c1	-17.6	-25.8	1.2	6.2	-5.0	-3.6	9.9	-3.01	/
Cc1ccc(NC(=O)CSc2nnc(Cc3ccccc3)o2)c(C)c1	-5.0	-12.3	-0.1	-3.8	17.9	-1.9	4.0	-3.91	-18.0
COc1cc(/C=N/NC(=O)c2ccc(CN3c4cccc5cccc(c45)S3(=O)=O)cc2)cc(OC)c1O	-17.1	-35.8	0.3	-1.1	-206.8	3.0	-2.7	-0.784	-3.7
O=C1N/C(=C/c2ccco2)C(=O)N1Cc1ccccc1F	-10.3	5.4	1.1	0.3	-21.8	-6.6	4.5	0.00367	-23.3
CCOC(=O)c1c(NC(=O)c2ccco2)sc(C(=O)N2CCCC2)c1C	-13.0	-16.5[20 µM]	-1.9	4.0	11.6	2.5	18.4	/	3.8
Cc1ccc(-n2c(SCC(N)=O)nnc2-c2ccc(S(=O)(=O)N3CCCCC3)cc2)c(C)c1	-25.6	-17.1[20 µM]	-0.8	-15.0	-52.8	-6.8	8.7	/	2.4
COc1ccc(/C(=C\Nc2ccc(C)c(C)c2)C(C)=O)cc1OC	-4.3	-11.8	1.0	-0.9	0.6	-10.3	7.9	-0.292	-16.7
CCCCNC(=O)C1CCN(S(=O)(=O)N2CCCCCC2)CC1	14.9	-31.3	-0.4	33.2	-7.1	0.1	12.6	2.32	/
CC(C)NC(=O)NCCCCCCS(C)=O (stereo unspecified)	4.3	-3.8	1.2	3.3	19.3	-3.9	7.2	0.996	6.4
Cc1c(CN(C)C)c2c(n1C)C(=O)c1ccc(Br)cc1-2	21.9	3.9	-1.7	-3.7	16.5	-5.1	4.5	/	-3.3
Cc1ccc(/C=N/NC(=O)Cc2cccn2C)cc1	0.7	-22.3	1.1	11.4	1.4	-2.0	4.1	0.00629	10.8
CC(NC(=O)C1CC2CCCC(C1)C2=O)c1ccccc1 (stereo unspecified)	2.8	-9.2[20 µM]	-0.6	1.1	-9.2	-4.6	10.3	0.346	2.9
CNC(=O)COC(=O)/C=C/c1cccs1	-3.2	-22.5	1.3	-4.0	-19.1	-5.4	1.9	0.332	/
CC(=O)c1cccc(NC(=O)CCS(=O)(=O)c2cccc3nsnc23)c1	-28.8	-9.9[20 µM]	0.4	3.3	-84.8	-5.5	3.5	0.298	-8.1
CC(=O)Nc1cccc(NC(=O)CSc2nnc(Cc3cccn3C)n2CCc2ccccc2)c1	-7.2	-26.5	-1.1	-6.0	-25.0	-2.8	3.3	/	-0.8
O=C(O)COc1ccccc1/C=N/Nc1ccc(S(=O)(=O)N2CCOCC2)cc1[N+](=O)[O-]	-4.4	-8.2	-0.5	7.3	13.4	-4.2	5.0	0.222	-3.1
Cc1ccc(C2NCCS2)cc1 (stereo unspecified)	-4.4	-12.2	1.0	-6.5	6.6	-9.2	1.6	2.06	5.8
CCC(=O)NC(c1ccccc1Cl)c1c(O)ccc2ccccc12 (stereo unspecified)	-3.3	-14.0	-0.1	7.2	-31.2	-5.7	5.7	-0.506	-0.6
CC1(C)CC(=O)C=C(NCCN2CCN(C(=S)NC3CCCCC3)CC2)C1	-4.1	-23.6	1.9	5.5	-2.7	-3.0	5.9	-0.89	19.7
Cc1csc(NC(=O)CSc2nnc3c4ccccc4nc(C(C)(C)C)n23)n1	5.2	-14.5	0.5	-26.9	-3.9	-6.0	3.8	2	-5.3
O=C(COc1ccc(Cl)cc1)Nc1ccccc1C(=O)NCc1ccco1	6.8	-20.0[20 µM]	-0.8	-12.2	10.3	-3.1	-1.9	0.0147	-11.0

(list continues)
SMILES	KLK5 inh	Furin inh	PERK inhibitor	FXIa inh	m-calpain inh	thrombin 1536	FXIIa inh	Cl transport mod	Rad51 HR inh
COc1ccc(Cl)cc1NC(=O)N(C)Cc1c(C)nn(C)c1C	-3.3	-9.3[20 µM]	0.1	0.7	5.6	-8.3	2.1	/	4.4
COCC(=O)Nc1nnc(-c2cccs2)s1	-4.3	-18.6[20 µM]	1.6	-14.1	-27.2	-4.6	4.2	/	2.3
CCCCOc1ccc(C(=O)N/C(=C/C=C/c2ccccc2)C(=O)NCCO)cc1	-7.5	-3.2	1.5	11.4	-36.7	-1.5	13.9	-1.09	20.4
CCc1cc(C(=O)N2CCCC(CCC(=O)NCc3cccc(OC)c3)C2)no1 (stereo unspecified)	/	-25.0	0.7	2.3	3.4	-1.9	9.5	-1.49	-1.5
COc1ccc(C(=O)C2CCCN(C(=O)c3cc(C(C)C)no3)C2)cc1F (stereo unspecified)	5.3	-14.0	-0.1	3.9	-2.2	-1.4	11.6	/	/
Cc1ccc(C(=O)CNc2ccc(C)c(Cl)c2)cc1	-13.5	4.6	1.3	12.0	1.5	-3.8	19.1	0.984	9.6
CC(=O)NC(=S)Nc1ccc(NC(=S)NC(=O)/C=C/c2ccco2)cc1	-0.4	4.6	-0.3	0.4	-30.5	-1.5	7.1	-0.737	6.1
O=C1CC(N2CCN(Cc3ccc4c(c3)OCO4)CC2)C(=O)N1c1cccc(Cl)c1 (stereo unspecified)	-1.4	-17.7[20 µM]	0.5	-9.6	16.4	-4.0	2.5	/	9.1
Cc1ccc(-n2c(=O)[nH]cc(C(=O)N3CCc4ccccc43)c2=O)cc1C	0.7	-26.6	1.2	6.3	-14.5	-1.3	14.3	/	-1.8
COCCN(Cc1cc2ccc(C)c(C)c2nc1Cl)C(=O)N1CCOCC1	-2.1	-30.2	-0.5	-8.4	-23.0	-13.9	7.4	-0.0173	-3.7
COC(=O)CCCCCCCC(=O)Nc1nnc(C(F)(F)F)s1	23.7	-2.2	1.0	-7.6	15.9	0.3	7.3	1.98	-9.0
CN(C)c1cccc2c(S(=O)(=O)Nc3ccccn3)cccc12	-25.8	-19.7[20 µM]	0.3	7.8	-219.3	-2.3	8.1	-0.627	3.7
CC(/C=N/NC(=O)Cn1cnc2c1c(=O)n(C)c(=O)n2C)=C\c1ccco1	2.6	2.3	0.7	13.2	22.6	3.0	13.6	0.103	13.1
COc1ccc(NC(=O)Nc2cccc([N+](=O)[O-])c2)cc1Cl	-5.2	-16.0	-0.1	5.8	12.9	-5.3	7.8	-0.698	-6.0
CNC(=O)CN(Cc1ccccc1)S(=O)(=O)c1ccccc1	-2.4	-16.3	0.4	-1.4	-4.0	-6.5	1.3	0.466	-2.5
Cc1cccc(N=C2NC(=O)/C(=C/C=C/c3ccco3)S2)c1C	-36.1	-10.7	0.8	7.4	-14.3	-7.8	8.5	4.35*	-50.1
Cc1nn(C)c(Cl)c1CN1CCC(CO)(CC2CCCCO2)CC1 (stereo unspecified)	-2.1	-19.4	0.3	-4.8	-10.2	-14.4	2.6	0.628	0.4
O=C(CN1CCN(c2ccccn2)CC1)Nc1ccc(OCc2ccccc2)cc1	-5.1	-15.6	0.1	-1.8	-3.2	1.1	2.9	-0.891	/
O=C(CCCc1nc2ccccc2s1)Nc1ccc(N2CCOCC2)cc1	-4.6	-4.8	-0.3	-4.5	25.8	-5.2	3.6	0.878	-8.0
COc1ccc(C(c2c(O)ccc3ccccc23)N2CCOCC2)c(OC)c1 (stereo unspecified)	7.6	-16.5	0.3	1.2	-54.3	4.3	7.9	/	/
O=C(Nc1ccccc1[N+](=O)[O-])c1cccnc1Cl	-13.5	-7.9	0.3	-8.3	18.2	-7.9	-3.4	0.199	-3.1
NNC(=O)CSc1c(-c2cccs2)[nH]c2ccccc12	-15.1	-22.2	-0.4	-11.7	18.8	-9.8	3.8	-0.0323	5.0
CCN1C(=O)NC2=C(C(=O)c3ccccc32)C1c1ccccc1F (stereo unspecified)	-13.8	-15.9[20 µM]	-1.0	5.4	4.9	-7.8	18.6	/	-0.4
Cn1c(=O)c([N+](=O)[O-])c(N2CCN(Cc3ccc4c(c3)OCO4)CC2)c2ccccc21	10.2	-4.3	1.0	5.3	-38.6	1.3	11.0	-1.51	-10.8
O=C(c1ccccc1CCc1ccccc1)N1CCOCC1	-9.9	-11.3[20 µM]	-0.3	-2.1	-3.1	-2.6	12.4	-1.85	-9.5

Further structures.
SMILES	KLK5 inh	Furin inh	PERK inhibitor	FXIa inh	m-calpain inh	thrombin 1536	FXIIa inh	Cl transport mod	Rad51 HR inh
Cc1cc(C(=O)CN2C(=O)NC3(CCCc4sccc43)C2=O)c(C)n1-c1ccccc1 (stereo unspecified)	-11.0	-21.6	-0.7	4.5	-9.7	-2.5	9.7	-0.235	/
C=CCN(C(=O)CNC(=O)c1cccs1)C(C(=O)NC(C)(C)C)c1ccccc1 (stereo unspecified)	1.8	-16.3	0.2	-5.4	-10.1	-2.9	4.6	-0.00126	6.3
O=C(Cc1ccc([N+](=O)[O-])cc1)Nc1ccc2c(c1)C(=O)NC2=O	-0.6	-1.8	0.4	-4.3	-90.6	-4.1	8.0	-0.0148	3.0
Cc1sc(-n2c(C)ccc2C)c(C#N)c1C	-23.8	-7.5	0.5	6.5	-18.2	1.2	18.5	/	-3.2
Fc1ccc(OCc2nc3ccccc3s2)cc1	-9.2	-0.4	1.1	-4.2	11.8	4.1	3.5	-0.0214	-2.9
COc1ccccc1N1CCN(CC(O)COc2ccc(S(=O)(=O)N3CCOCC3)cc2)CC1 (stereo unspecified)	-2.7	-15.6	-0.2	4.6	2.7	-20.3	-0.8	0.663	-5.2
CC1(C)CC(=O)C(Sc2nnc(-c3ccc(O)cc3)n2CC2CCCO2)C(=O)C1 (stereo unspecified)	-16.1	-22.4	1.1	14.8	5.0	-1.2	24.9	/	-14.0
COc1ccc(-n2nnnc2SCc2nc3ccccc3s2)cc1	-4.2	-7.0[20 µM]	-0.5	3.4	-27.1	4.3	16.5	-0.071	-15.2
O=C(NC1CCCC1)c1ccc(CSCc2ccccc2F)o1	-3.1	-19.8[20 µM]	-0.4	7.6	-14.5	-0.6	-1.0	-1.94	-7.3
CCOC(=O)CSc1nc2ccccc2c(=O)n1CCC(=O)NCCc1ccc(OC)c(OC)c1	-0.6	-28.5[20 µM]	0.3	6.6	-34.2	-4.1	9.3	0.13	-7.9

Pulled one by one from above, four records:
SMILES	KLK5 inh	Furin inh	PERK inhibitor	FXIa inh	m-calpain inh	thrombin 1536	FXIIa inh	Cl transport mod	Rad51 HR inh
COc1ccc(-n2nnnc2SCc2nc3ccccc3s2)cc1	-4.2	-7.0[20 µM]	-0.5	3.4	-27.1	4.3	16.5	-0.071	-15.2
CCOC(=O)CSc1nc2ccccc2c(=O)n1CCC(=O)NCCc1ccc(OC)c(OC)c1	-0.6	-28.5[20 µM]	0.3	6.6	-34.2	-4.1	9.3	0.13	-7.9
O=C(Cc1ccc([N+](=O)[O-])cc1)Nc1ccc2c(c1)C(=O)NC2=O	-0.6	-1.8	0.4	-4.3	-90.6	-4.1	8.0	-0.0148	3.0
Cc1sc(-n2c(C)ccc2C)c(C#N)c1C	-23.8	-7.5	0.5	6.5	-18.2	1.2	18.5	/	-3.2

Screening results from PubChem.

Not all compounds are listed (hit frequency here may not be typical).
